Efflux pump inh: blocks antifungal efflux pumps in multiplex yeast assay | S. cerevisiae Candida pump triplex, Nile Red efflux | AID 485275 | 330,000 compounds, 0.44% hits | inhibition, % at 10 µM;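 active means plate passing quality check with inhibition over a set limit, or well fluorescence over plate mean plus 4 SD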;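 further: Nile Red retained in pooled yeast measured as flow cytometry median fluorescence; 0% = buffer negative control and 100% = Enniatin B positive control; higher means more Nile Red kept so more efflux inhibition; some compounds called inactive have numbers as strong as hits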
GRK2 aptamer HTS: inhibitors of human GRK2 displacing RNA aptamer | bead flow cytometry, FAM-aptamer displacement from GRK2 | 330,000 compounds, 0.59% hits | inhibition of aptamer binding, % at 10 µM;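 active means inhibition of aptamer binding above 40%, roughly 3 SD of noise, on plates passing a quality check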;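 further: median bead fluorescence of bound FAM aptamer so fluorescent compounds give negative values; no value below 0 was filed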
Target sequence (P25098 whole entry, looked up): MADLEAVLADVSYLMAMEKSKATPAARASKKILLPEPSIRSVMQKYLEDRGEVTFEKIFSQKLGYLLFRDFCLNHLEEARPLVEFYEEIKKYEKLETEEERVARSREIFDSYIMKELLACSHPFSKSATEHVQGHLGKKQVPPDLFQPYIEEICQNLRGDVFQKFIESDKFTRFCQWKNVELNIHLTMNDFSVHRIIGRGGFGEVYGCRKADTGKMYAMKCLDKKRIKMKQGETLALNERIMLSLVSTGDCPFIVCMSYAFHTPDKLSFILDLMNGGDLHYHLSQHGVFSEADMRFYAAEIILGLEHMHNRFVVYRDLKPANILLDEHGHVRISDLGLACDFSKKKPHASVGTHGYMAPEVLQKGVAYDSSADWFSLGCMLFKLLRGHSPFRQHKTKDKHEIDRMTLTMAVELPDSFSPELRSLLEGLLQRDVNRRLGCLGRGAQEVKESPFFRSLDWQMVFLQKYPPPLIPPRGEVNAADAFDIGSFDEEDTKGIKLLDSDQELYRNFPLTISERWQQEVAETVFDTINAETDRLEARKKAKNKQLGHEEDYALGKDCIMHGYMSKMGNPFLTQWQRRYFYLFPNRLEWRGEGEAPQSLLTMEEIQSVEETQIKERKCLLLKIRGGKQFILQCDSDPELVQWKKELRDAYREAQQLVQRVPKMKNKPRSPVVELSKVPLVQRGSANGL
An asterisk follows results filed as active.

`CCOC(=O)C1=CN(Cc2cccc(F)c2)S(=O)(=O)N(CC)C1CCc1ccccc1` (stereo not given) gave Efflux pump inh 0.1 and GRK2 aptamer HTS 0.
For O=C1CS(=O)(=O)N(Cc2ccc(F)cc2)c2ccccc21 the results were Efflux pump inh -0.3 and GRK2 aptamer HTS 2.
Screening CCN1C(=O)[C@H]2[C@H]3CN=C(SCc4ccc(C(=O)OC)cc4)N3[C@@](Cc3ccccc3)(C(=O)OC)[C@H]2C1=O returned Efflux pump inh 0.1 and GRK2 aptamer HTS 1.
COc1ccc(-c2sc3cc4c(cc3c2-c2ccc(OCCN3CCCCC3)cc2)OCO4)cc1 was read as Efflux pump inh 0.6 and GRK2 aptamer HTS 0.
`CC(C)(C)NC(=O)C[C@H]1C[C@H](C(=O)N2CCOCC2)[C@@]2(C)c3[nH]c4ccc(Cl)cc4c3CCN2C1=O` gave Efflux pump inh 0.1 and GRK2 aptamer HTS 0.
Screening CC(C)(C)NC(=O)C[C@H]1C[C@H](C(=O)N2CCCCC2)[C@@]2(C)c3[nH]c4cc(-c5ccco5)ccc4c3CCN2C1=O returned Efflux pump inh 0.6 and GRK2 aptamer HTS 3.
Screening Cc1ccc(NC(=O)c2ncn(CC(=O)N[C@H](C)c3cccc4ccccc34)n2)cc1C returned Efflux pump inh -0.2 and GRK2 aptamer HTS 0.
`O=C(C[C@H]1C[C@H](C(=O)N2CCCCC2)[C@@]2(CCc3ccccc3)c3[nH]c4ccc(Cl)cc4c3CCN2C1=O)NCCC1=CCCCC1` gave Efflux pump inh 0.8 and GRK2 aptamer HTS 0.
CCN1C(=O)[C@H]2[C@H]3CN=C(SCc4ccc(Cl)cc4)N3[C@@](CC)(C(=O)OC)[C@H]2C1=O was read as Efflux pump inh 0.2 and GRK2 aptamer HTS 0.
Screening CN(C)CCCNC(=O)C[C@H]1C[C@H](C(=O)N2CCCCC2)[C@@]2(C)c3[nH]c4cc(CCC(=O)N(C)C)ccc4c3CCN2C1=O returned Efflux pump inh -0.1 and GRK2 aptamer HTS 2.
C[C@]12c3[nH]c4cc(-c5ccco5)ccc4c3CCN1C(=O)[C@@H](CC(=O)NCc1ccco1)C[C@@H]2C(=O)N1CCOCC1 was read as Efflux pump inh -0.3 and GRK2 aptamer HTS 0.
Cc1ccc(NC(=O)c2ncn(CC(=O)N[C@H](CO)Cc3c[nH]c4ccccc34)n2)cc1C was read as Efflux pump inh 0.4 and GRK2 aptamer HTS 3.
Screening Nc1ccccc1C(=O)N1O[C@@H]2C=C[C@H]1C2 returned Efflux pump inh -0.3 and GRK2 aptamer HTS 5.
`O=C1OCCN1C(=O)[C@H]1[C@H](c2ccc(F)cc2)C(c2ccccc2)=NN1c1ccccc1` gave Efflux pump inh -0.1 and GRK2 aptamer HTS 0.
For COC(=O)Cn1cnc(C(=O)Nc2ccc(C)c(C)c2)n1 the results were Efflux pump inh -0.2 and GRK2 aptamer HTS 0.
COc1ccc(CC(=O)N[C@@H]2c3cc(OC)c(OC)cc3C[C@H]2O)cc1 was read as Efflux pump inh -0.1 and GRK2 aptamer HTS 3.
`CCCCCCCCNc1ccccc1S(=O)(=O)NCc1ccccc1` gave Efflux pump inh 0.1 and GRK2 aptamer HTS 4.
Screening O=C1C[C@H]2CCCCC(=O)N3CC[C@@H](C1)[C@@H]23 returned Efflux pump inh -0.3 and GRK2 aptamer HTS 2.
`CCOC(=O)c1ccc(-c2c(C)cc3oc(=O)cc(-c4ccccc4)c3c2C)cc1` gave Efflux pump inh 0.2 and GRK2 aptamer HTS 0.
Screening COCCCNC(=O)C[C@H]1C[C@H](C(=O)N2CCCCC2)[C@@]2(C)c3[nH]c4ccc(Cl)cc4c3CCN2C1=O returned Efflux pump inh 0.0 and GRK2 aptamer HTS 16.
`COc1ccc(-c2noc(CCC(=O)N3CCN(c4ccc(F)cc4)CC3)n2)cc1` gave Efflux pump inh 0.3 and GRK2 aptamer HTS 0.
`CC[C@]12c3[nH]c4ccc(Cl)cc4c3CCN1C(=O)[C@@H](CC(=O)NCc1ccco1)C[C@@H]2C(=O)N1CCN(C(=O)C2CC2)CC1` gave Efflux pump inh 0.4 and GRK2 aptamer HTS 2.
c1cncc(-c2cn(C[C@H]3CC[C@H](Cn4cc(-c5cccnc5)nn4)O3)nn2)c1 was read as Efflux pump inh -0.1 and GRK2 aptamer HTS 0.
`COC(=O)c1ccc(CSC2=NC[C@@H]3[C@@H]4C(=O)N(C)C(=O)[C@@H]4[C@](Cc4ccccc4)(C(=O)OC)N23)cc1` gave Efflux pump inh 0.1 and GRK2 aptamer HTS 0.

Structures shown so far containing an aryl methoxy group:
COc1ccc(-c2sc3cc4c(cc3c2-c2ccc(OCCN3CCCCC3)cc2)OCO4)cc1 was read as Efflux pump inh 0.6 and GRK2 aptamer HTS 0.
COc1ccc(CC(=O)N[C@@H]2c3cc(OC)c(OC)cc3C[C@H]2O)cc1 was read as Efflux pump inh -0.1 and GRK2 aptamer HTS 3.
`COc1ccc(-c2noc(CCC(=O)N3CCN(c4ccc(F)cc4)CC3)n2)cc1` gave Efflux pump inh 0.3 and GRK2 aptamer HTS 0.

Next section.
`CCOC(=O)C1=CN(CC)S(=O)(=O)NC1c1ccc2ccccc2c1` (stereo not given) gave Efflux pump inh -0.3 and GRK2 aptamer HTS 7.
`COc1cc(OC)c2c(-c3ccccc3)cc(=O)oc2c1C(CCN1CCOCC1)c1ccc(N(C)C)cc1` (stereo not given) gave Efflux pump inh 0.5 and GRK2 aptamer HTS 0.
`OC[C@@H]1[C@@H](c2ccccc2)C(c2ccccc2)=NN1c1ccccc1` gave Efflux pump inh 0.1 and GRK2 aptamer HTS 0.
For CCOC(=O)C1=CNS(=O)(=O)NC1CCc1ccccc1 (stereo not given) the results were Efflux pump inh 0.0 and GRK2 aptamer HTS 0.
For O=C(COCc1ccccc1)N[C@@H]1c2ccccc2CC[C@@H]1OCc1ccccc1 the results were Efflux pump inh -0.1 and GRK2 aptamer HTS 18.
For COC(=O)[C@@]1(C)[C@H]2C(=O)N(C)C(=O)[C@H]2[C@H]2CN=C(SCc3ccc(C#N)cc3)N21 the results were Efflux pump inh -0.1 and GRK2 aptamer HTS 1.
CCN1Cc2ccccc2-c2ccccc2S1(=O)=O was read as Efflux pump inh -0.2 and GRK2 aptamer HTS 13.
`C=C(NS(=O)(=O)c1ccc(C)cc1)C(=O)OC` gave Efflux pump inh -0.2 and GRK2 aptamer HTS 0.
`Cc1ccc(C)c(N2CCN(C(=O)CCc3nc(-c4ccc(Br)cc4)no3)CC2)c1` gave Efflux pump inh 0.5 and GRK2 aptamer HTS 4.
`CC[C@]12c3[nH]c4cc(-c5ccco5)ccc4c3CCN1C(=O)[C@@H](CC(=O)NCCC1=CCCCC1)C[C@@H]2C(=O)N1CCN(C(=O)C2CC2)CC1` gave Efflux pump inh 0.3 and GRK2 aptamer HTS 0.
Screening CC[C@]12c3[nH]c4ccc(OC)cc4c3CCN1C(=O)C(CC(=O)NCCCN(C)C)C[C@@H]2C(=O)N1CCN(C(=O)c2ccco2)CC1 (stereo not given in full) returned Efflux pump inh -0.1 and GRK2 aptamer HTS 5.
For O=C(Cn1cnc2c(NCc3ccccc3)ncnc21)NCCc1cc2ccccc2[nH]1 the results were Efflux pump inh 0.1 and GRK2 aptamer HTS 1.
`Cc1cccc(C2=NN(c3ccccc3)[C@H](CO)[C@H]2c2ccccc2)c1` gave Efflux pump inh 0.3 and GRK2 aptamer HTS 2.
Screening CC(C)N(C(=O)[C@H]1C[C@H](CC(=O)NCCC2=CCCCC2)C(=O)N2CCc3c([nH]c4cc(-c5ccco5)ccc34)[C@]12C)C(C)C returned Efflux pump inh 0.1 and GRK2 aptamer HTS 3.
`C[C@]12c3[nH]c4ccc(Cl)cc4c3CCN1C(=O)[C@@H](CC(=O)NCC13CC4CC(CC(C4)C1)C3)C[C@@H]2C(=O)N1CCCCC1` gave Efflux pump inh -0.2 and GRK2 aptamer HTS 2.
For O=C1[C@H]2CCC=C[C@H]2[C@H](c2ccccc2Br)N1Cc1ccccc1 the results were Efflux pump inh 0.2 and GRK2 aptamer HTS 20.
`Nc1ncnc2c1ncn2[C@@H]1O[C@H](CNC(=O)[C@@H](N)CO)[C@@H](O)[C@H]1O` gave Efflux pump inh -0.3 and GRK2 aptamer HTS 0.
CC(=O)Nc1ccc(-c2c(C)cc3oc(=O)cc(-c4ccccc4)c3c2C)cc1 was read as Efflux pump inh -0.3 and GRK2 aptamer HTS 0.
For Cc1cc(C)c2c(c1)OC(=O)CC2c1ccccc1C (stereo not given) the results were Efflux pump inh 0.0 and GRK2 aptamer HTS 0.
Screening CC[C@]1(C(=O)OC)[C@H]2C(=O)N(C)C(=O)[C@H]2[C@H]2CN=C(SCc3ccc(C)cc3)N21 returned Efflux pump inh -0.1 and GRK2 aptamer HTS 1.
Screening CCOC(=O)C1=C(C)N(C[C@@H]2CC[C@@H](Cc3ccc(-c4ccccc4)cc3)O2)C(=O)NC1c1ccc([N+](=O)[O-])cc1 (stereo not given in full) returned Efflux pump inh 0.0 and GRK2 aptamer HTS 0.
`Cc1cccc(C2=NN(c3ccccc3)[C@@H](C(=O)N3CCOC3=O)[C@@H]2c2ccc(Cl)cc2)c1` gave Efflux pump inh 0.1 and GRK2 aptamer HTS 2.
Screening CC[C@]12c3[nH]c4ccc(Cl)cc4c3CCN1C(=O)[C@@H](CC(=O)NCCC1=CCCCC1)C[C@@H]2C(=O)N1CCN(C(=O)C2CC2)CC1 returned Efflux pump inh 0.1 and GRK2 aptamer HTS 2.
`COc1ccc(-c2noc(CCC(=O)N3CCN(c4ccccc4F)CC3)n2)cc1` gave Efflux pump inh -0.5 and GRK2 aptamer HTS 0.
CCN1C[C@@H]2[C@@H]3C(=O)N(Cc4ccccc4)C(=O)[C@@H]3[C@](C)(C(=O)OC)N2C1=NC1CCCCC1 was read as Efflux pump inh 0.1 and GRK2 aptamer HTS 3.
`COc1ccc2cc(C[C@@H]3CC[C@@H](CO)O3)ccc2c1` gave Efflux pump inh 0.0 and GRK2 aptamer HTS 0.
Screening CCN(CC)C(=O)[C@H]1C[C@H](CC(=O)NCC23CC4CC(CC(C4)C2)C3)C(=O)N2CCc3c([nH]c4ccc(Cl)cc34)[C@]12C returned Efflux pump inh 0.2 and GRK2 aptamer HTS 1.
`C[C@]12c3[nH]c4cc(-c5ccco5)ccc4c3CCN1C(=O)[C@@H](CC(=O)NCCC1=CCCCC1)C[C@@H]2C(=O)N1CCCCC1` gave Efflux pump inh 0.6 and GRK2 aptamer HTS 0.
`CCOC(=O)C1=C(c2ccccc2)c2ccccc2N(S(=O)(=O)C(F)(F)F)C1C(=O)OCC` (stereo not given) gave Efflux pump inh 0.2 and GRK2 aptamer HTS 17.
Screening O=C(Cc1ccc(F)cc1)N[C@@H]1c2ccccc2CC[C@@H]1OCc1ccccc1 returned Efflux pump inh 0.0 and GRK2 aptamer HTS 3.
`COC(=O)[C@@]1(C)[C@H]2C(=O)N(Cc3ccccc3)C(=O)[C@H]2[C@H]2CN=C(SCc3ccc(Cl)cc3)N21` gave Efflux pump inh 0.2 and GRK2 aptamer HTS 0.
For CC(C)=CCC/C(C)=C/CNC(=O)C[C@H]1C[C@H](C(=O)N2CCCCC2)[C@@]2(CCc3ccccc3)c3[nH]c4cc(CCC(=O)N(C)C)ccc4c3CCN2C1=O the results were Efflux pump inh 0.4 and GRK2 aptamer HTS 4.
CC(C)N(C(=O)[C@H]1C[C@H](CC(=O)NCCCN(C)C)C(=O)N2CCc3c([nH]c4cc(CCC(=O)N(C)C)ccc34)[C@]12C)C(C)C was read as Efflux pump inh -0.2 and GRK2 aptamer HTS 4.
CCN1C(=O)[C@H]2[C@H]3CN=C(SCC4CC4)N3[C@@](Cc3ccccc3)(C(=O)OC)[C@H]2C1=O was read as Efflux pump inh 0.2 and GRK2 aptamer HTS 0.
For COc1cc2oc(=O)cc(-c3ccc(-c4ccc(OC(F)(F)F)cc4)cc3)c2c(OC)c1OC the results were Efflux pump inh -0.1 and GRK2 aptamer HTS 0.
`CC[C@@H]1C(c2ccccc2)=NN(c2ccccc2)[C@H]1C(=O)N1CCOC1=O` gave Efflux pump inh 0.2 and GRK2 aptamer HTS 0.
CCOC(=O)C1C(C(=O)OC)=C(c2ccc(OC)cc2)c2ccccc2N1S(=O)(=O)C(F)(F)F (stereo not given) was read as Efflux pump inh 0.1 and GRK2 aptamer HTS 2.
For O=S(=O)(c1ccccc1Br)N(Cc1ccccc1)CC(O)COCc1ccccc1 (stereo not given) the results were Efflux pump inh 0.3 and GRK2 aptamer HTS 1.
NCCC(=O)NC[C@H]1O[C@@H](n2cnc3c(N)ncnc32)[C@H](O)[C@@H]1O was read as Efflux pump inh 0.1 and GRK2 aptamer HTS 3.
Screening CCN([C@H](CO)C(C)C)S(=O)(=O)c1ccccc1Br returned Efflux pump inh -0.3 and GRK2 aptamer HTS 0.
For CCOC(=O)C1=CNS(=O)(=O)NC1c1ccc2ccccc2c1 (stereo not given) the results were Efflux pump inh 0.5 and GRK2 aptamer HTS 0.
For Nc1ncnc2c1ncn2[C@@H]1O[C@H](CNC(=O)[C@@H](N)Cc2ccccc2)[C@@H](O)[C@H]1O the results were Efflux pump inh -0.3 and GRK2 aptamer HTS 2.
Screening COC(=O)c1ccc(CSC2=NC[C@@H]3[C@@H]4C(=O)N(C)C(=O)[C@@H]4[C@](C)(C(=O)OC)N23)cc1 returned Efflux pump inh -0.2 and GRK2 aptamer HTS 2.
`COc1ccc(CN(C2CC2)S(=O)(=O)c2ccccc2Br)cc1` gave Efflux pump inh -0.2 and GRK2 aptamer HTS 0.
Screening COc1ccc(-c2coc(CCC(=O)N3CCN(c4cc(C)ccc4C)CC3)n2)cc1 returned Efflux pump inh 0.2 and GRK2 aptamer HTS 0.

Screening data from PubChem.

This is a subset, so the mix of outcomes need not match the whole.
